bub3 = NCI yeast anticancer drug screen, S. cerevisiae bub3 mutant strain; AID 167, 2004; 9.9% of 78,000 active; % growth inhibition at 50 µM;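 further: 0% = growth of vehicle-only cultures of the same strain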
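Screening used yeast with an engineered genetic alteration affecting cell cycle control. Compound-exposed cultures were compared with vehicle cultures, and reduced growth was taken as inhibition.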
mec2-1 = NCI yeast anticancer drug screen, S. cerevisiae mec2-1 strain. 9% of 79,000 active. growth inhibition, % at 50 µM;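 further: 0% = growth of vehicle-only cultures of the same strain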
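Using mec2-1 yeast: add compound, measure growth, express inhibition versus vehicle-treated cultures.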
mlh1 rad18 = NCI yeast anticancer drug screen, S. cerevisiae mlh1 rad18 strain. AID 175, 2004. growth inhibition, % at 50 µM. 11% of 79,000 active;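 further: 0% = growth of vehicle-only cultures of the same strain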
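Cells of a genetically altered yeast strain, deficient in DNA damage repair, were treated with compound. Their growth was then compared with that of vehicle-treated cultures to give inhibition.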
yeast rad50 = NCI yeast anticancer drug screen, S. cerevisiae rad50 strain; 10% of 79,000 active; growth inhibition, % at 50 µM;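 further: 0% = growth of vehicle-only cultures of the same strain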
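Inhibition values express reduced yeast growth in compound-treated cultures relative to vehicle-treated controls.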
sgs1 mgt1 = NCI yeast anticancer drug screen, S. cerevisiae sgs1 mgt1 strain | 10% of 78,000 active | % growth inhibition at 50 µM;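 further: 0% = growth of vehicle-only cultures of the same strain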
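This yeast growth screen uses a strain with defined DNA-repair lesions; compound-treated growth is compared with vehicle-treated growth.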
cln2 rad14 = NCI yeast anticancer drug screen, S. cerevisiae cln2 rad14 strain; 8.3% of 78,000 active; AID 165, 2004; growth inhibition, % at 50 µM;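 further: 0% = growth of vehicle-only cultures of the same strain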
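Each compound was tested on cln2 rad14 yeast. Inhibition of growth was calculated against vehicle-exposed controls.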
* hit, by the source's call; . = no result given; & = joins results of further samples; ! = not active in a repeat. No stated cut-off is given here; in the data, active means growth inhibition above about 70%; inactive means the rest.

SMILES	bub3	mec2-1	mlh1 rad18	yeast rad50	sgs1 mgt1	cln2 rad14
CC(=O)c1c(C)c(C)c(=O)n(C/C=C(\C)CCC=C(C)C)c1O	98*	99*	98*	98*	99*	97*
O=c1[nH]c(=O)n(COCc2ccccc2)c2ccccc12	38	-12	-18	5	65	13
O=C1CCCCCCCCCCCCCCCO1	-13	-36	-14	-5	-10	-8
COC1NC(=O)N(C)N(C)C1=O (stereo not given)	10	2	9	0	4	8
C=CCN(N=O)C(=O)N(CCC)CCCCC(NC(C)=O)C(=O)NCc1ccccc1 (stereo not given)	-8	-25	-14	-13	-14	-5
NCCC(N)P(=O)(O)O (stereo not given)	13	16	0	21	-4	17
NC(=O)NC(=O)CC1NC(=O)NC1=O (stereo not given)	-4	12	-16	9	18	12
CCCCNC(=O)OCc1ccc(NCCN(CC)CC)c2c(=O)c3ccccc3sc12	-22	-32	-39	63	-16	-12
COc1ccc(C2C3=C(COC3=O)Oc3cc4c(cc32)OCO4)cc1OC (stereo not given)	5	-33	-11	-22	-18	-4
CC1(C)N=C(N)N=C(N)N1c1ccc(C(=O)O)cc1	4	-16	23	18	0	-22
CN1CCCCCCC1CO (stereo not given)	7	-5	7	1	8	-41
CC1(C)CC2(C)Sc3ccccc3N2C(=S)N1 (stereo not given)	-1	-2	18	-36	14	-20
CC1CCCC1N (stereo not given)	-6	-12	-8	-14	-24	-27
Cc1cc(=O)oc2c1c(=O)[nH]n2-c1ccccc1	-15	-20	-18	-21	-20	-14
COc1ccc(NC(=O)N2CC3CCN2CC3)cc1	-13	-11	-16	-8	-12	-22
CC(=O)Nc1c(N)ncnc1N	-15	0	-8	6	-7	-33
Nc1ncnc(N)c1NC(=O)c1ccc(CCc2ccccc2)c(Cl)c1	4	37	-4	-4	22	-14
CCN(CC)CCOC(=O)C(c1ccccc1)C1C=CCCC1 (stereo not given)	-3	3	30	39	19	-1
OCC1CC2C3CC(CO)C(C3)C2C1 (stereo not given)	-18	-37	8	-14	-16	14
CCCC(C)OS(=O)(=O)c1ccc(Br)cc1 (stereo not given)	-4	11	14	21	14	23

5 entries from above, arranged by number of heavy atoms, descending.
SMILES	bub3	mec2-1	mlh1 rad18	yeast rad50	sgs1 mgt1	cln2 rad14
C=CCN(N=O)C(=O)N(CCC)CCCCC(NC(C)=O)C(=O)NCc1ccccc1 (stereo not given)	-8	-25	-14	-13	-14	-5
CCN(CC)CCOC(=O)C(c1ccccc1)C1C=CCCC1 (stereo not given)	-3	3	30	39	19	-1
COc1ccc(NC(=O)N2CC3CCN2CC3)cc1	-13	-11	-16	-8	-12	-22
CC1(C)CC2(C)Sc3ccccc3N2C(=S)N1 (stereo not given)	-1	-2	18	-36	14	-20
OCC1CC2C3CC(CO)C(C3)C2C1 (stereo not given)	-18	-37	8	-14	-16	14

Continued:
SMILES	bub3	mec2-1	mlh1 rad18	yeast rad50	sgs1 mgt1	cln2 rad14
O=C1CN(C2OC(CO)C(O)C2O)C(=O)NC1=O (stereo not given)	9	14	24	42	55	-11
CC(C)CCC(C)(C)O	10	2	34	46	16	-21
CC1(C)CC(=O)c2c(nc(SSc3nc4c(c(-c5ccc(Br)cc5)c3C#N)C(=O)CC(C)(C)C4)c(C#N)c2-c2ccc(Br)cc2)C1	1	-14	-7	-20	-14	13
Cc1ccccc1N=O	10	-7	-18	-3	9	5
[C](#[C][Sn]([c]1ccccc1)([c]1ccccc1)[c]1ccccc1)[Sn]([c]1ccccc1)([c]1ccccc1)[c]1ccccc1	99*	98*	97*	97*	96*	98*
NC(Cc1ccc(S(=O)(=O)O)cc1)C(=O)NC(CCCCNC(=O)NCCCCC(NC(=O)C(N)Cc1ccc(S(=O)(=O)O)cc1)C(=O)NC(Cc1ccc(S(=O)(=O)O)cc1)C(=O)O)C(=O)NC(Cc1ccc(S(=O)(=O)O)cc1)C(=O)O (stereo not given)	23	-4	14	-12	8	-9
CC(=O)NC1CCCCC1	7	-8	-17	20	7	-34
O=C(Cc1ccccc1)N/N=C(/c1nc2ccc([N+](=O)[O-])cc2[nH]c1=O)C(O)c1ccc(C(O)/C(=N/NC(=O)Cc2ccccc2)c2nc3ccc([N+](=O)[O-])cc3[nH]c2=O)cc1 (stereo not given)	9	-7	29	9	14	25
COc1ccc(C(=O)Nc2ccccc2OC)cc1	11	12	10	3	15	19
COc1ccc(/C=N/Nc2ccccc2)cc1	99*	99*	98*	98*	99*	99*
COc1c(Cl)c(C)c(Cl)c(C)c1C#CC(=O)O	-15	10	-7	-13	-9	-32
Brc1cc2ccccc2c2ccccc12	55	65	41	75*	60	-16
COc1cc(C=O)ccc1OC(C)=O	-11	-15	-24	-33	-36	-31
O=C1CCC2CN3CCc4c([nH]c5ccccc45)C3CC2C1 (stereo not given)	.	14	33	26	.	.
Cc1c(Cl)c(Cl)cc([N+](=O)[O-])c1Cl	52	38	19	25	46	-7
CCCCCCCCCC1CC(=O)Oc2cccc(O)c21 (stereo not given)	12	-28	-18	-24	-15	22
CCOC(=O)CC1c2ccc(O)cc2OC(=O)C1c1ccc(N)cc1 (stereo not given)	-19	-18	-14	-29	-15	-5
COc1ccc2c(O)c3[n+](cc2c1OC)CCc1cc2c(cc1-3)OCO2	-5	4	-29	4	-6	-3
Cc1ccc(NC(=O)CCc2nnc(N)n2N)cc1	95*	96*	97*	-4	98*	93*
CCC(=O)c1ccc(O)c(OC)c1	-6	21	-14	-12	34	-16
CCN(CC)C(=O)c1ccc2c(c1)OCO2	9	-8	4	11	-7	-1
Cc1nnc2c3c(-c4ccccc4)c(-c4ccccc4)oc3nc(N(C)C)n12	2	3	-26	7	0	5
COc1ccc(/C(C#N)=C(/N)SCc2ccccc2Cl)cc1	83*	65	90*	91*	97*	67
CN1CCCN(C)C1c1cc([N+](=O)[O-])ccc1O	97*	98*	99*	49	98*	87*
CN(C)C1=c2c(=O)n(C)c(=O)n(C)c2=NC2C=CC=CN12 (stereo not given)	15	14	23	11	17	4
Cc1cccc(CSC#N)c1	8	19	9	18	11	14
CCOC(=O)c1cc(-c2ccc(Cl)cc2)nc2ccccc12	4	-25	-27	-9	-13	-25
COC(=O)C1OCOC2C(CO)OCOC12 (stereo not given)	3	23	-8	7	-2	-49
Nc1cccc(Br)c1	-3	-13	1	-8	4	-25
Cc1ccc(N=Nc2ccc(O)c(C)c2)cc1	91*	92*	92*	91*	93*	92*
Cc1cccc(NC(=S)N/N=C(/c2ccccc2)c2ccccn2)c1	77*	66	77*	56	73*	75*
C/C(=N\N=C(/C)c1cccc([N+](=O)[O-])c1)c1cccc([N+](=O)[O-])c1	16	-21	-8	-6	18	-10
O=C(Cc1ccccc1)Nc1ccccc1	-8	-21	18	18	2	0
CCOC(OCC)C(=O)NC(C)c1ccc(O)c(OC)c1 (stereo not given)	-7	8	3	-21	0	-12
CSC(=Nc1ccc([N+](=O)[O-])cc1C#N)NC(=O)c1ccccc1	-17	-20	10	-28	-29	-15
CC(O)C(C)C(N)C(=O)O (stereo not given)	0	2	18	4	-1	-1
Nc1nnc2nc(CC(=O)c3ccccc3)c(CC(=O)c3ccccc3)nn12	-29	-3	16	-5	3	33
O=C(NO)/C(CC(=O)c1ccccc1O)=N\O	-4	-22	-8	-5	-11	-2
Cc1ccc2c(ccc3cc(CBr)ccc32)c1	-4	-12	-4	3	3	5
CC1(C)OC2C(O)C(O)C3OC(C)(C)OC3C2O1 (stereo not given)	15&61	-8&9	9&44	8&6	6&14	74*!

Record cards (already shown). Order of screens: bub3	mec2-1	mlh1 rad18	yeast rad50	sgs1 mgt1	cln2 rad14
`CCOC(=O)c1cc(-c2ccc(Cl)cc2)nc2ccccc12` as listed: 4	-25	-27	-9	-13	-25
`CN1CCCN(C)C1c1cc([N+](=O)[O-])ccc1O` as listed: 97*	98*	99*	49	98*	87*
`O=C(Cc1ccccc1)Nc1ccccc1` as listed: -8	-21	18	18	2	0
`COC(=O)C1OCOC2C(CO)OCOC12` (stereo not given) as listed: 3	23	-8	7	-2	-49
`CCN(CC)C(=O)c1ccc2c(c1)OCO2` as listed: 9	-8	4	11	-7	-1

The results go on:
SMILES	bub3	mec2-1	mlh1 rad18	yeast rad50	sgs1 mgt1	cln2 rad14
COC(=O)c1ccccc1CC1Cc2ccc3c(c2C1=O)CCCC3 (stereo not given)	18	-66	3	-1	-13	5
O=C(O)CCc1nn(-c2ccccc2)c(=O)c2ccccc12	-3	-2	-12	-21	-1	-14
O=C1CC(C(=O)O)Cc2ccccc21 (stereo not given)	1	1	5	-6	-1	16
CCOc1ccccc1/C=C1N=C(/C=C/c2ccccc2)OC\1=O	20	8	-5	17	29	10
Cn1c(=O)n(C2OC(CO)C(O)C2O)c2ncnc(N)c21 (stereo not given)	-3	1	5	9	-6	-43
O=C(O)C1SCCS1	22	15	13	15	19	22
Nc1ccc(C=O)cc1	-6	-5	1	-2	-5	-23
CN(C)C=C(S(C)(=O)=O)S(C)(=O)=O	15&6	-10&-2	-15&9	-25&10	-10&20	4&-18
CCCCn1cnc2c(SCc3ccccc3[N+](=O)[O-])nc(N)nc21	99*	98*	97*	95*	97*	90*
C=CCOc1nc(N)nc(N)n1	-10	-2	8	-16	-25	-35
CC(=O)OC1CCCN(C)C1 (stereo not given)	9	6	-8	-3	5	-8
COC(=O)/C=C/c1cc(=O)nc2sc3ccccc3n12	-28	-8	15	14	-7	6
Nc1ccc(F)c([N+](=O)[O-])c1	-2	1	-1	-6	-2	-24
O=C(C(=O)c1ccccn1)c1ccccn1	-3	7	11	19	6	-2
CC(=O)OC1C(C)OC(n2cnc3c(=O)[nH]cnc32)C1OC(C)=O (stereo not given)	-2	-16	11	3	0	-3
Cc1nc(-c2cc([N+](=O)[O-])cc([N+](=O)[O-])c2)oc1-c1ccccc1	-3	-2	-3	-15	-7	13
CCCS(=O)(=O)N/N=C(\C)c1cccs1	1	-8	-4	4	3	-36
COC(=O)N/N=C/c1cccnc1	10	-7	-27	2	-3	-72
O=C(/C=C/c1cccnc1)c1ccccc1	26&-10	42&-9	69&-22	26&9	61&-16	4&15

Bioassay records deposited in PubChem BioAssay by NCI.
